Screens deposited in PubChem by several laboratories.
Rev-erbA mod: modulates human Rev-erb alpha binding to DNA | activity, % at 10 µM | Rev-erbα–FITC-DNA binding, fluorescence polarization, 90 min | 370,000 compounds, 0.79% hits | P20393;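 active = activity above about 14%, limit read from the data; passing the limit was not always enough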;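 note: 0% = DMSO wells with 35 nM protein and 100% = DMSO wells with 750 nM protein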
UHRF1 binding: UHRF1 methyl-DNA binding inhibition. Q96T88. UHRF1 binding to methylated oligo, TR-FRET. inhibition, % at 4.4 µM. 370,000 compounds, 0.75% hits. AID 687016; in the data active = inhibition above about 21%;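 note: UHRF1 SRA domain binding a hemimethylated CpG hairpin DNA probe; 0% = median of test compound wells and 100% = reference inhibitor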
PG9 binder: binds the HIV-1 gp120 antibody PG9. inhibition, % at 6.7 µM. 360,000 compounds, 0.43% hits. TR-FRET gp120-PG9 antibody binding; in the data active = inhibition above about 8.5%
rCAG RNA binder: molecules binding r(CAG) RNA repeats | r(CAG) RNA repeat, TO-PRO-1 dye displacement fluorescence | AID 651821 | 370,000 compounds, 1.3% hits | inhibition, % at 3 µM;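 active = inhibition above the plate cutoff, the mean of all test compounds on that plate plus 3 SD, cut at about 35% in these data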;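 note: 0% = DMSO alone and 100% = 100 µM mitoxantrone as full dye displacement; higher means more dye released from RNA so lower well fluorescence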
PRMT1 FP inh: PRMT1 (human) inhibition, primary screen; recombinant PRMT1, activity-based probe fluorescence polarization; inhibition, % at 2.79 µM; 370,000 compounds, 1.3% hits; AID 652257;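 active = inhibition above about 21% made by adding two undisclosed values, limit read from the data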
ABHD4 inh: inhibitors of mouse ABHD4; Q8VD66; purified mABHD4, FP-Rh probe fluorescence polarization; inhibition, % at 8.92 µM; 370,000 compounds, 0.54% hits; AID 720543;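 active = inhibition exceeding the mean over every tested compound plus 3 SD, cut at about 30% in these data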;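 note: 0% = plate median of compound wells and 100% = S159A mutant with DMSO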
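Test system: mABHD4 protein | Buffer or medium: HEPES pH 7.0 buffer, 150 mM NaCl, 0.01% Pluronic F-127 | Probe or stimulus: FP-Rh fluorescent activity-based probe, added after compound pre-incubation | Timing: Pre-incubation 45 min, probe exposure 60 min, at 25 °C | Technique: Fluorescence polarization, excitation 525 nm, emission 598 nm, BODIPY TMR filters | Repeats: Single well per compound (singlicate)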
TCR-CD3 inh: human TCR-CD3 binding inhibition | 360,000 compounds, 0.37% hits | inhibition, % at 9.4 µM | TAMRA-labeled TCR probe fluorescence, biochemical; in the data active = inhibition above about 19%;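 note: recombinant mutant TCR 2C K166C tagged with TAMRA read by polarization; 0% = receptor in buffer alone and 100% = receptor with positive control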
MBD2 inh: MBD2-methylated oligo binding inhibition. Q9UBB5. TR-FRET, MBD2 binding to methylated oligonucleotide. inhibition, % at 4.4 µM. 370,000 compounds, 0.31% hits. AID 686964; in the data active = inhibition above about 13%
Target sequence (Q9UBB5 whole entry, looked up): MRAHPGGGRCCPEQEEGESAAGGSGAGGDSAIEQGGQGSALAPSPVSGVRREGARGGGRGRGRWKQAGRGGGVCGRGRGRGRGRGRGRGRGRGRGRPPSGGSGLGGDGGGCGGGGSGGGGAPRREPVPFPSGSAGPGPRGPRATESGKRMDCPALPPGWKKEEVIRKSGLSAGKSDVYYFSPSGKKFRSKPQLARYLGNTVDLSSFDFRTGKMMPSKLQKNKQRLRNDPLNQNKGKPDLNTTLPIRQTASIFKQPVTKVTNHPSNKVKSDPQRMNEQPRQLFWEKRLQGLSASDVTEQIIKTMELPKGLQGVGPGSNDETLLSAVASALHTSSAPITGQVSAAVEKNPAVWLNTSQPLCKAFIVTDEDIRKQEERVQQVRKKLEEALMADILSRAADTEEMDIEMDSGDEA
LEDGF integ inh: blocks HIV-1 LEDGF/p75-dependent DNA integration | AID 743269 | TR-FRET IN-LEDGF/p75 DNA integration, Eu/Cy5 | 370,000 compounds, 0.64% hits | inhibition, % at 3.7 µM;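 active = inhibition above the screen-wide mean plus 3 SD, cut at about 13% in these data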;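 note: signal is the Cy5 over europium emission ratio at 671 and 618 nm; 0% = plate median of compound wells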
HTRA1 inh: HTRA1 (human) protease inhibition; Q92743; recombinant HTRA1, FP-rhodamine activity-based probe, fluorescence polarization; inhibition, % at 5.96 µM; 340,000 compounds, 0.5% hits; AID 504803; in the data active = inhibition above about 36%;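 note: 0% = enzyme with DMSO and 100% = wells lacking enzyme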
Target sequence (Q92743 whole entry, looked up): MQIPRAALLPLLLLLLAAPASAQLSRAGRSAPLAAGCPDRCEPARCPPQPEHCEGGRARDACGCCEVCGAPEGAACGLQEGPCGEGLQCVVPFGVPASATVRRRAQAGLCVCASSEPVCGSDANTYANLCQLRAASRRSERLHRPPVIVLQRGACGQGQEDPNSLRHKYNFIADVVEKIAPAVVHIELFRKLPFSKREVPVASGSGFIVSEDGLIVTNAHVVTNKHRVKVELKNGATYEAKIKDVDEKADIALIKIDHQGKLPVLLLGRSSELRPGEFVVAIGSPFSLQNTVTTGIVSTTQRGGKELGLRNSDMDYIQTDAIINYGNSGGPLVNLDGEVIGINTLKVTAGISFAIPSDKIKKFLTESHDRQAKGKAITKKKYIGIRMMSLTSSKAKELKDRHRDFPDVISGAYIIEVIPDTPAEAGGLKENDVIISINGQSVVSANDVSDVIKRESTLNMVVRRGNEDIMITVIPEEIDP
* marks the source's active call; other numbers are inactive results; . = no result given.

SMILES	Rev-erbA mod	UHRF1 binding	PG9 binder	rCAG RNA binder	PRMT1 FP inh	ABHD4 inh	TCR-CD3 inh	MBD2 inh	LEDGF integ inh	HTRA1 inh
O=C(Nc1cc(Cl)cc(Cl)c1)c1coc(=O)c(Br)c1	-2	-2	-1.1	3	5	2	-2	2	0	4
CC(NC(=O)C1CCCCC1)C(c1cccs1)N1CCN(C)CC1 (stereo unspecified)	-1	-2	0.6	0	-3	-5	2	1	-2	5
COc1ccccc1C(=O)N1C(CC(=O)Nc2ccccc2C)C(=O)NC2CCCCC21 (stereo unspecified)	-1	3	-1.5	-2	-2	1	-7	0	-3	1
CCCCc1c(O)nc(SCC(=O)c2ccccc2)n(-c2ccccc2OC)c1=O	5	5	-1.2	10	40*	4	-6	-2	-1	7
COc1ccccc1NC(=O)CSCC(=O)N1c2ccccc2CCc2ccccc21	-2	5	-0.8	-2	1	-3	-7	0	13*	-17
CCN(CC)S(=O)(=O)c1cccc(C(=O)OCC(=O)c2ccc3c(c2)NC(=O)CO3)c1	3	2	1.4	-1	-3	0	8	0	0	-8
COCCCNCCCCOc1ccc(C)cc1[N+](=O)[O-]	-5	1	-1.7	3	-1	5	5	3	4	1
CCC(NC(=O)c1cccc2c1C(=O)N(Cc1cccnc1)C2)c1ccccc1 (stereo unspecified)	-1	1	.	4	-4	-6	.	2	4	.
CCc1ccc(NC(=O)c2cc(C)nn2-c2ccccc2)cc1	4	-1	-0.3	-4	-2	-4	5	-4	-1	-11
Cc1[nH]c2ccccc2c1C(=O)COC(=O)C1CCC(=O)N1 (stereo unspecified)	-1	13	-2.3	4	-1	6	4	-3	-1	6
CCn1c(SCC(=O)NC2CCCc3ccccc32)nnc1-c1cccs1 (stereo unspecified)	-2	5	-0.5	4	3	-6	1	4	-3	0
CCN1C(=O)[C@H]2[C@@H](c3ccc(C)cc3)N[C@]3(CCCN(Cc4ccc(Cl)cc4)C3=O)[C@H]2C1=O	4	-2	0.4	2	1	6	7	0	1	6
O=C(O)c1[nH]c2ccccc2c1CC(=O)N1CCOCC1	1	3	2.4	0	5	-3	-4	8	2	2
CCc1ccc(OC(C)C(=O)N(Cc2ccco2)C2CCS(=O)(=O)C2)cc1 (stereo unspecified)	0	0	-1.7	-1	0	2	-2	-1	1	-2
COc1ccc(NC(=O)C(C)N2C(=O)c3ccccc3C2=O)c(OC)c1 (stereo unspecified)	3	-2	-1.2	-2	1	-7	4	6	0	.
Cc1cccc(NC(=O)c2ccc(NCC3CCCO3)c([N+](=O)[O-])c2)c1 (stereo unspecified)	-1	-1	-0.7	1	1	-2	-3	4	0	-23
CC(C)=CC(=O)Nc1c(C)cc(C)cc1Cl	-5	-2	-1.6	-3	1	-4	5	-8	-1	2
O=C(CCC(=O)NNc1nc2ccccc2c2nc(-c3ccccc3)nn12)NCCCN1CCOCC1	-7	-6	-3.0	1	-3	-4	4	-2	-1	-1
COc1ccc(-c2csc(N3CCSCC3)n2)cc1	-2	-1	0.0	-2	-1	-3	2	10	3	6
COCC1CCCCN1C(=O)CCCn1nnnc1CN1CCC(C)CC1 (stereo unspecified)	-3	-1	-3.3	-6	-2	-3	10	-3	-2	1
CC(=O)N1C(=O)N(C)C2C1N(C(C)=O)C(=O)N2C (stereo unspecified)	0	2	0.7	3	-1	-3	0	0	-2	5
CC(=O)Nc1ccc(S(=O)(=O)N(CCO)Cc2ccccc2)cc1	5	-1	0.6	0	0	6	5	-4	1	4
O=C(Cn1cnc2c(nnn2Cc2ccccc2)c1=O)N1CCN(c2ccccc2)CC1	3	3	-1.0	7	-3	-6	-5	-1	4	-3
C=CCNc1ncnc2c1[nH]c1ccccc12	-5	-2	3.0	-1	-1	5	-3	0	1	-4
COc1ccccc1N(CN1CCCC1=O)C(=O)c1c(F)cccc1F	-1	-1	-0.6	-2	1	5	-1	-5	-2	4

12 neighbouring compounds out of the list so far, quoted:
SMILES	Rev-erbA mod	UHRF1 binding	PG9 binder	rCAG RNA binder	PRMT1 FP inh	ABHD4 inh	TCR-CD3 inh	MBD2 inh	LEDGF integ inh	HTRA1 inh
CCc1ccc(OC(C)C(=O)N(Cc2ccco2)C2CCS(=O)(=O)C2)cc1 (stereo unspecified)	0	0	-1.7	-1	0	2	-2	-1	1	-2
COc1ccc(NC(=O)C(C)N2C(=O)c3ccccc3C2=O)c(OC)c1 (stereo unspecified)	3	-2	-1.2	-2	1	-7	4	6	0	.
Cc1cccc(NC(=O)c2ccc(NCC3CCCO3)c([N+](=O)[O-])c2)c1 (stereo unspecified)	-1	-1	-0.7	1	1	-2	-3	4	0	-23
CC(C)=CC(=O)Nc1c(C)cc(C)cc1Cl	-5	-2	-1.6	-3	1	-4	5	-8	-1	2
O=C(CCC(=O)NNc1nc2ccccc2c2nc(-c3ccccc3)nn12)NCCCN1CCOCC1	-7	-6	-3.0	1	-3	-4	4	-2	-1	-1
COc1ccc(-c2csc(N3CCSCC3)n2)cc1	-2	-1	0.0	-2	-1	-3	2	10	3	6
COCC1CCCCN1C(=O)CCCn1nnnc1CN1CCC(C)CC1 (stereo unspecified)	-3	-1	-3.3	-6	-2	-3	10	-3	-2	1
CC(=O)N1C(=O)N(C)C2C1N(C(C)=O)C(=O)N2C (stereo unspecified)	0	2	0.7	3	-1	-3	0	0	-2	5
CC(=O)Nc1ccc(S(=O)(=O)N(CCO)Cc2ccccc2)cc1	5	-1	0.6	0	0	6	5	-4	1	4
O=C(Cn1cnc2c(nnn2Cc2ccccc2)c1=O)N1CCN(c2ccccc2)CC1	3	3	-1.0	7	-3	-6	-5	-1	4	-3
C=CCNc1ncnc2c1[nH]c1ccccc12	-5	-2	3.0	-1	-1	5	-3	0	1	-4
COc1ccccc1N(CN1CCCC1=O)C(=O)c1c(F)cccc1F	-1	-1	-0.6	-2	1	5	-1	-5	-2	4

Next part:
SMILES	Rev-erbA mod	UHRF1 binding	PG9 binder	rCAG RNA binder	PRMT1 FP inh	ABHD4 inh	TCR-CD3 inh	MBD2 inh	LEDGF integ inh	HTRA1 inh
COc1ccccc1NC(=S)Nc1ccccn1	-8	-1	-1.9	-1	3	3	-2	2	1	-8
O=C(NCc1cccs1)O[C@H]1CC[C@@]23CCCN2C(=O)CCC[C@H]3C1	-4	-2	.	.	0	0	.	2	3	.
COc1ccc(CC(=O)NC2CCSc3ccccc32)c(OC)c1 (stereo unspecified)	-2	-1	-1.2	2	-1	1	0	0	1	-10
CC(C)(O)C#Cc1ccc(C(=O)N2CCCC(CNS(=O)(=O)c3cccs3)C2)o1 (stereo unspecified)	-1	-1	-0.6	2	-1	3	0	-4	0	2
CCOC(=O)c1c(C)[nH]c(-c2csc(N)n2)c1C	.	-2	-4.0	8	0	7	-7	-3	4	9
COc1ccc(C(=O)/C=C/c2ccc(O)cc2)cc1	-4	0	0.6	3	5	-14	-3	0	-2	-10
Cc1cc(C)c(S(=O)(=O)N(C)CC(=O)N2CCCCC2)c(C)c1	2	-8	-2.5	-7	0	-1	1	-8	-1	4
O=C(CSc1nnnn1-c1cccc2c1CCCC2)N1CCCCC1	2	2	0.1	-8	3	2	-1	-4	-1	-9
COc1cc(C)c(/C=C(\C#N)C(=O)Nc2ccc(C)cc2)cc1C(C)C	-2	-2	-1.2	4	-5	-8	-1	-5	0	-8
Cn1c(-c2ccccc2)cc2ccccc21	-2	4	-2.3	5	-2	-9	-7	3	6	4
O=C(c1ccco1)N1CCN(C(=O)c2cc(-c3ccccc3)nc3ccccc23)CC1	-2	-1	1.5	4	-3	0	1	1	3	-2
COc1ccccc1/C=N/NC(=O)C(=O)NCc1cccnc1	4	-2	-2.3	-2	5	8	1	1	1	3
COc1ccccc1NC(=O)CN1C(=O)C(C)SC(C)C1=O (stereo unspecified)	4	-3	-0.1	-2	-5	-3	3	-1	2	9
COc1cc(C(=O)Oc2ccccc2OC(=O)c2cc(OC)c(OC)c(OC)c2)cc(OC)c1OC	2	0	-2.7	2	-5	0	-1	2	1	5
CCOC(=O)C(=NC(C)CC)NNc1ccc(Br)cc1 (stereo unspecified)	7	2	0.2	-2	10	-3	-11	7	-1	3
Cc1cc(C)nc(N2CCCC(C(=O)NC(C)CCc3ccco3)C2)n1 (stereo unspecified)	-8	1	2.1	-7	4	-1	8	6	0	-6
COc1ccccc1NC(=O)Cn1nc(-c2ccc(Cl)cc2)c2ccccc2c1=O	10	2	-0.2	4	-3	-17	-6	-3	-4	-28
Cc1cccc(OCCNc2ncccc2[N+](=O)[O-])c1	7	0	0.5	1	1	5	4	-12	-2	-14
Nc1nc2n(n1)C(=O)CC(c1ccccc1[N+](=O)[O-])N2 (stereo unspecified)	4	-1	-1.0	1	4	-2	-2	0	-3	-3
O=C(CSc1ccc2nnc(-c3cccnc3)n2n1)NCC1CCCO1 (stereo unspecified)	-2	2	2.4	0	5	0	0	2	-1	4
Cn1c(=O)c2c(nc(CN3CCc4ccccc4C3)n2CCCO)n(C)c1=O	-2	6	-1.4	0	3	-3	-5	10	-3	4
CN(C)c1ccc(C(C#N)c2ccc(Cl)cc2)nn1 (stereo unspecified)	10	4	-5.5	2	-6	-53	-2	-1	1	-2
C(=N\N1CCOCC1)/c1nc(-c2ccccc2)n2ccccc12	7	-4	-13	-2	-6	1	-2	1	1	4
Cc1ccccc1CC(=O)Nc1nnc(-c2cccnc2)s1	-3	-2	.	1	-3	7	.	-2	-2	.
CCN(CC)CCn1c(SCC(=O)Nc2ccc3c(c2)CCC3)nc2ccccc2c1=O	6	0	1.0	7	21*	0	-5	4	-7	-8

Additional results follow.
SMILES	Rev-erbA mod	UHRF1 binding	PG9 binder	rCAG RNA binder	PRMT1 FP inh	ABHD4 inh	TCR-CD3 inh	MBD2 inh	LEDGF integ inh	HTRA1 inh
Cc1nnc(NCCN2CCOCC2)[nH]c1=O	-2	1	0.8	-2	-3	-6	0	-1	3	-2
Cc1cccc(NC(=O)c2ccc(F)c(S(=O)(=O)N3CCC4(CC3)OCCO4)c2)c1	-8	-3	-0.8	0	0	-4	2	2	1	-23
Cc1nc(Nc2ccc(S(=O)(=O)N3CCCC3)cc2)c2nnn(Cc3ccccc3)c2n1	2	1	-2.3	0	-3	0	2	3	3	-16
Cc1ccc(C)c(CC(=O)N2CCCC(c3cc(C(=O)NCc4ccccc4)no3)C2)c1 (stereo unspecified)	-4	1	-2.7	-3	-3	-1	6	2	0	.
CCOc1ccccc1CN1CCN(C2CCOCC2)CC1CCO (stereo unspecified)	7	9	-1.0	-4	-3	-4	5	1	0	7
Cc1ccn2c(C(=O)NN=C3CCN(C)CC3)c(C)nc2c1	2	-4	-0.3	1	-6	2	8	-7	1	-2
CCn1c(SCC(=O)Nc2ccc3c(c2)OCCO3)nnc1-c1cccs1	-4	1	1.2	1	1	-4	-6	1	-1	1

Some of the compounds tested (hit frequency here may not be typical).
